Efflux pump inh = antifungal efflux pump inhibition, Nile Red retention; S. cerevisiae Candida pump triplex; inhibition, % at 10 µM; 0.44% of 330,000 active; AID 485275;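 active = plate passing quality check with inhibition over a set limit, or well fluorescence over plate mean plus 4 SD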;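 also: Nile Red retained in pooled yeast measured as flow cytometry median fluorescence; 0% = buffer negative control and 100% = Enniatin B positive control; higher means more Nile Red kept so more efflux inhibition; some compounds called inactive have numbers as strong as hits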
procasp7 counter = counter-screen for procaspase-3 activators: activators of human procaspase-7. AID 463210. P55210. recombinant procaspase-7, Ac-DEVD-pNA absorbance 405 nm; D23A/D198A/D206A triple mutant, cannot self-cleave; scale: DMSO 0, 5 µM enzyme 100. 0.093% of 330,000 active. activation, % at 8.5 µM;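 active = percent activation above the screen-wide mean plus 3 SD, cut at about 25% in these data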
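buffer or medium = Zinc-free HEPES/NaCl buffer, pH 7.4 | material = Procaspase-7 triple mutant (PC-7 D3A) | input = 2 µM procaspase-7 mutant as dispensed | signal = Epi-absorbance of released pNA at 405 nm, two timepoints | timing = 1 h preincubation, 2 h reaction | replicates = singlicate compound testing | evaluation = % activation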
PP1 inh = counter-screen for PP5 inhibitors: inhibitors of human PP1-alpha; P62136; purified PP1alpha, OMFP fluorescence; inhibition, % at 6.7 µM; 0.9% of 320,000 active; AID 2235;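 active = inhibition above the mean inhibition of all tested compounds plus 3 SD, computed separately for each screening campaign, cut at about 15% in these data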
Target sequence (P62136 whole entry, looked up): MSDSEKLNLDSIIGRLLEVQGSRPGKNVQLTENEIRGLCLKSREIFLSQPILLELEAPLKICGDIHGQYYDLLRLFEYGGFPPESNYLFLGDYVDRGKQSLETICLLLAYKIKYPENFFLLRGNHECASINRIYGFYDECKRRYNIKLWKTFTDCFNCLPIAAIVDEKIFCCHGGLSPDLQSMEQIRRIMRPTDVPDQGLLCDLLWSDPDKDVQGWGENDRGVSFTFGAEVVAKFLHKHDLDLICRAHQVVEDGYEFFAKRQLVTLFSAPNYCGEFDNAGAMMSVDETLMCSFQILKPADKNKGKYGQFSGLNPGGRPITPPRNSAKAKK
procasp3 activ = activators of human procaspase-3 | P42574 | recombinant procaspase-3 D3A, Ac-DEVD-pNA absorbance 405 nm | activation, % at 8.5 µM | 0.11% of 330,000 active;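 active = activation above the mean of all tested compounds plus 3 SD, cut at about 21% in these data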;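 also: 0% = DMSO alone and 100% = DMSO wells spiked with extra 5 µM PC-3 D3A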
Target sequence (P42574 whole entry D9A/D28A/D175A): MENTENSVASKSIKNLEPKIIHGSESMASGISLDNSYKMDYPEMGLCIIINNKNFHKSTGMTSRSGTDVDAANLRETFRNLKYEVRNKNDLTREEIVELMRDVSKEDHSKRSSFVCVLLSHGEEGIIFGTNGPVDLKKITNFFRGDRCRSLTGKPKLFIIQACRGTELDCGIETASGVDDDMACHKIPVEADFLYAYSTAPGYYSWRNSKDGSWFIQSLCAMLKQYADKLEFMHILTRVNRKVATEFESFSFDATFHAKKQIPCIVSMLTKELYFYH
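material = Procaspase-3 D3A mutant | probe or stimulus = Ac-DEVD-pNA | compound = single dose, 8.5 µM nominal compound, 0.8% DMSO | timing = 1 h preincubation, 2 h reaction | measured by = 405 nm absorbance of p-nitroaniline, reads at 0 and 120 min | benchmarks = DMSO-only low control, 5 µM PC-3 D3A high control | repeats = singlicate, each compound tested once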
JMJD2C inh = human JMJD2C demethylase inhibition. AID 2099. GST-JMJD2C(1-420) H3K9me3 demethylation, DELFIA europium. inhibition, % at 2.35 µM. 0.069% of 330,000 active. Q9H3R0;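 active = more than half of a compound's replicate wells show inhibition beyond 50%, single wells judged on their own value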;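 also: signal counts dimethyl H3K9 product captured on neutravidin plate; 0% = median of DMSO wells and 100% = 0.3 times that DMSO median; strong numbers were not always called active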
core dimer inh = blocks dimerization of HCV core protein; TR-FRET GST/Flag-core106 dimerization, 1536-well; inhibition, % at 5 µM; 0.33% of 300,000 active; AID 1899;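 active = inhibition above the mean of all tested compounds plus 3 SD, set per screening campaign, cut at about 45% in these data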
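Assay system – GST-tagged and Flag-tagged HCV core protein residues 1-106 · Quantity – core106 proteins, GST 13.5 nM and Flag 17 nM · Benchmarks – unlabelled core106 and no-GST-core106 wells · Read-out basis – percent inhibition of core106 dimerization signal · Detection – time-resolved FRET, ex 340 nm, em 617 and 671 nm · Schedule – 4 h at 22.5 °C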
CTSL1 counter = blocks F. hepatica cathepsin L1 in PFM18AAP counter-screen; recombinant F. hepatica cathepsin L1, Z-Leu-Arg-MCA fluorescence; inhibition, % at 5.96 µM; 0.49% of 300,000 active;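 active = inhibition above the mean of all tested compounds plus 3 SD, set per screening campaign, cut at about 17% in these data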;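 also: 0% = plate median of test compound wells and 100% = 1 µM Z-Phe-Ala-diazomethylketone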
TPT1 inhibitor = blocks Candida albicans tRNA 2'-phosphotransferase. 0.81% of 300,000 active. inhibition, % at 5 µM. AID 1962. recombinant caTPT1, FP RNA substrate dephosphorylation;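 active = inhibition above the mean of all tested compounds plus 3 SD, set per screening campaign, cut at about 24% in these data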;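 also: plate controls were DMSO alone for no effect and ferristatin control at 100 nM for full effect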
PP5 primary = inhibitors of human protein phosphatase 5 (PP5); P53041; purified PP5c, OMFP substrate fluorescence; inhibition, % at 6.7 µM; 0.18% of 320,000 active; AID 1987;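 active = inhibition above the campaign's mean inhibition across all tested compounds plus 3 SD, cut at about 9.5% in these data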;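 also: 0% = DMSO only and 100% = 100 µM cantharidin control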
Target sequence (P53041 whole entry, looked up): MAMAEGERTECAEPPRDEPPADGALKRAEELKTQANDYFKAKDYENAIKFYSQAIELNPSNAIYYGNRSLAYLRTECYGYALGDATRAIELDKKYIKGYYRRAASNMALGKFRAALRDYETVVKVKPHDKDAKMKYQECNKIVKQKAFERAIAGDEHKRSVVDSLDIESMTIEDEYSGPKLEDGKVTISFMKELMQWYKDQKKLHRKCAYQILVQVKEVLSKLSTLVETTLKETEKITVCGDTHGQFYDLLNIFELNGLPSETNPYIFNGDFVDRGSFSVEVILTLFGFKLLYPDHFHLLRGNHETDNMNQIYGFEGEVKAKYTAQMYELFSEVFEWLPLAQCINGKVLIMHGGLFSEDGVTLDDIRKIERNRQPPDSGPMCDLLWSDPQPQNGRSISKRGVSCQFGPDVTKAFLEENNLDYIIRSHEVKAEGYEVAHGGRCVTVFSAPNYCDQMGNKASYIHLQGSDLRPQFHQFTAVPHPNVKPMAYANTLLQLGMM
* = called active by the depositor; . = no result given.

SMILES	Efflux pump inh	procasp7 counter	PP1 inh	procasp3 activ	JMJD2C inh	core dimer inh	CTSL1 counter	TPT1 inhibitor	PP5 primary
O=C(Oc1c(CN2CCOCC2)cc(Cl)c2cccnc12)c1cccs1	0.0	-9	1	8	7	-2	-1	2	-0.4
FC(F)Sc1ccc(NC(=S)NCc2ccccc2)cc1	0.1	-11	4	6	10	0	0	-1	3.0
COc1ccc(C(=O)NC(=S)NNC(=O)c2cnccn2)cc1OC	-0.1	-22	2	-7	8	-7	-3	-3	2.5
CCc1ccc(-n2nc3cc(C)c(N)cc3n2)cc1	0.0	28*	1	35*	22	4	0	3	-0.1
Clc1ccccc1CN(Cc1ccccc1)C(c1cccs1)c1nnnn1C1CCCC1 (stereo unspecified)	0.3	9	7	-6	7	10	1	1	1.6
Cc1cccc(NC(=S)N/N=C/c2ccc([N+](=O)[O-])s2)c1	-0.1	-18	6	-17	-8	11	12	22	3.5
COc1ccc(NC(=O)CSc2nnnn2-c2ccc(F)cc2)cc1	-0.2	2	-1	7	-10	-4	1	-5	0.4
Nc1nc(COC(=O)C2CC(=O)N(Cc3ccccc3)C2)nc(Nc2ccccc2)n1 (stereo unspecified)	0.3	-6	2	10	2	.	.	.	2.4
CCN(CC)C(=O)CSc1nnc(CNc2ccc(F)cc2)n1Cc1ccco1	0.0	-3	3	2	5	8	-5	3	3.9
O=c1[nH]c2ccccc2nc1NCCN1CCOCC1	-0.2	9	0	-1	5	2	0	1	-2.1
CCN(CC)C(=O)C(=O)c1cccn1-c1cccc(-n2cccc2C(=O)C(=O)N(CC)CC)c1C#N	0.0	-7	-5	-1	-3	-2	0	-2	1.9
CCN(CC)C1CCN(c2nc3nonc3nc2NCCOC)C1 (stereo unspecified)	0.0	0	-1	-2	12	2	-2	1	0.1
O=S(=O)(NCc1ccccn1)c1ccc(F)cc1	0.1	5	-1	-3	0	3	-2	-3	0.1
Cc1cc(C)c(S(C)(=O)=O)c(N(C)N)n1	-0.1	3	-5	-2	9	-1	1	2	-1.9
O=C(OC1CCOC1=O)C1CCN(S(=O)(=O)c2c(Cl)cccc2Cl)CC1 (stereo unspecified)	-0.1	2	-3	8	32	-1	-3	1	-0.6
COc1cc(CN2CCN(Cc3ccc4cc(F)ccc4n3)CC2CCO)cc(OC)c1 (stereo unspecified)	-0.2	-3	-2	0	4	-1	4	-3	-0.6
CC(Cl)C(=O)Nc1cc(C(F)(F)F)ccc1N1CCOCC1 (stereo unspecified)	0.0	4	-1	2	20	0	4	4	-0.5
Cc1ccc(CNC(=O)c2cccc3c2C(=O)c2ccc(N4CCOCC4)cc2S3(=O)=O)cc1	0.2	-3	-5	-6	-13	.	.	.	-0.2
COc1ccccc1CNC(=O)CN(Cc1ccc(Cl)cc1)S(C)(=O)=O	0.5	1	-1	-1	2	2	-2	-1	3.6
CCN(C(=S)NCCOC)c1cccc2ccccc12	0.0	-7	0	11	-10	-5	4	-4	0.6
COc1ccc([C@@H]2[C@@H]3C(=O)N(C(C)(C)C)C(=O)[C@@H]3[C@]3(Cc4ccccc4)C(=O)N(c4ccc(Br)cc4)C(=O)N23)cc1	0.1	0	7	4	1	11	-4	-1	-4.4
Cc1ccc2oc(=O)cc(CN3CCOCC3)c2c1	0.1	11	2	-6	-2	-2	-3	-5	0.4
COc1ccc(S(=O)(=O)N2CCN(c3cc(-c4ccccc4)nc4ncnn34)CC2)cc1	0.7	-9	2	-1	-1	5	0	5	5.2
COC(=O)c1ccc(NCC(=O)c2ccccc2)cc1	0.0	4	-2	-1	15	-1	2	2	-2.6
c1ccc(N2OCC3Cn4c(nc5ccccc54)C32)cc1 (stereo unspecified)	-0.1	7	2	2	-13	6	-2	-5	0.3
CC(C)CCNC(=O)NC(=O)COc1ncnc2sccc12	-0.1	4	-7	-1	-4	8	-5	6	1.9
O=C(O)CS(=O)(=O)CC(=O)NCc1cccc(C(F)(F)F)c1	0.3	-1	1	1	20	-7	-3	-3	3.7
O=C(Nc1ccc2c(c1)OCO2)c1cc(-c2cccnc2)nc2ccccc12	0.0	-8	1	4	-18	32	2	-2	2.8
Cc1ccccc1OCc1nc2ccccc2[nH]1	0.1	4	0	2	40	-5	-1	-9	4.1
Cc1ccnc2nc(C(=O)Nc3ccc4c(c3)OCO4)nn12	-0.1	-3	1	-9	-3	1	1	-1	0.8
O=c1oc2ccccc2c2c1ncn2CCN1CCOCC1	0.0	16	-6	7	8	-2	-5	1	1.4
CC(=O)Nc1ccc(NC(=O)C(C)OC(=O)/C(C#N)=C/c2ccc(N(C)C)cc2)cc1 (stereo unspecified)	0.1	-3	4	-7	-6	8	5	-78	-1.8
CCn1c2ccccc2c2cc(CC(N)=O)ccc21	-0.2	4	2	0	6	-1	2	-1	-2.9
CC(C)N(C(=O)CSc1ccc(S(=O)(=O)N2CCCCC2)cn1)c1ccccc1	0.0	-10	2	-6	-3	.	.	.	5.3
CC(C)C(=O)Nc1c(-c2cccs2)c(=O)c2ccccc2n1C	-0.1	-1	-2	-2	-29	2	8	-4	3.2
COc1ccccc1NC(=O)c1ccc(COc2ccccc2OC)o1	0.1	2	4	0	2	7	-2	3	2.4
O=C(c1ccc2nc(Cc3cccc(Cl)c3)oc2c1)N1CCOCC1	0.1	2	-1	0	-41	-3	1	-1	-0.7
COc1ccccc1CNCC(O)Cn1c2ccccc2c2ccccc21 (stereo unspecified)	0.1	-3	3	6	6	-4	0	1	3.9
CCCCn1nnnc1NCc1ccc(N(CC)CC)cc1	0.0	13	-3	4	-6	-4	-3	0	0.3
O=C(CN(CCO)c1ccccc1)Nc1ccc(Cl)c(S(=O)(=O)N2CCOCC2)c1	0.0	3	-1	1	-4	2	0	0	-0.7
CC(C)N(C(=O)Cn1cc(SCC(=O)NCC2CCCO2)c2ccccc21)C(C)C (stereo unspecified)	0.0	3	-3	2	12	-5	2	11	-1.5
Cc1c(C#N)c2ccccc2n1CC(=O)NCCc1c[nH]c2ccccc12	0.0	-2	-1	0	1	2	0	-3	1.7
O=C(NCCCN1CCOCC1)c1cc(-c2ccc(Br)cc2)nc2ccccc12	0.0	2	-6	9	3	4	-5	1	1.2
CC(C)C(c1nnnn1C1CCCC1)N1CCOCC1 (stereo unspecified)	-0.1	6	-1	-13	6	-3	-1	-8	-0.3
Cc1ccc(SCc2[nH]nc3c2C(c2cccnc2)C(C#N)=C(N)O3)cc1 (stereo unspecified)	0.0	-7	-9	-4	3	-11	11	-5	-4.1

Some of the entries so far, with two lines to a compound.
Every second line gives: Efflux pump inh, procasp7 counter, PP1 inh, procasp3 activ, JMJD2C inh, core dimer inh, CTSL1 counter, TPT1 inhibitor, PP5 primary
- CC(C)N(C(=O)Cn1cc(SCC(=O)NCC2CCCO2)c2ccccc21)C(C)C (stereo unspecified)
  0.0, 3, -3, 2, 12, -5, 2, 11, -1.5
- Cc1c(C#N)c2ccccc2n1CC(=O)NCCc1c[nH]c2ccccc12
  0.0, -2, -1, 0, 1, 2, 0, -3, 1.7
- O=C(NCCCN1CCOCC1)c1cc(-c2ccc(Br)cc2)nc2ccccc12
  0.0, 2, -6, 9, 3, 4, -5, 1, 1.2

Next entries follow.
SMILES	Efflux pump inh	procasp7 counter	PP1 inh	procasp3 activ	JMJD2C inh	core dimer inh	CTSL1 counter	TPT1 inhibitor	PP5 primary
Cc1cc(NC(=O)CSc2nnnn2-c2ccc(C)c(Cl)c2)no1	-0.1	4	-3	-4	2	1	-3	-5	-1.0
COc1ccc(/C=C(/C(=O)c2ccc(Cl)cc2Cl)n2cncn2)cc1	-0.1	-1	4	-1	10	0	-2	0	-0.7
CCc1nc(C)ccc1OCC(=O)NCCCN(C)C	-0.1	-4	1	-8	.	0	-3	-1	-0.6
C=CC[C@@H](CC(=O)N[C@@H](CO)Cc1ccccc1)C(=O)N[C@H](COC(=O)[C@@H](CC=C)Cc1ccc(F)cc1)Cc1ccccc1	0.2	3	.	2	-2	.	.	.	.
Cc1ccnc(SCC(=O)c2cccc([N+](=O)[O-])c2)n1	0.8	-15	1	-6	-24	-5	-6	1	-3.5
O=C(Cc1c(F)cccc1Cl)N/N=C/c1cccs1	0.0	-10	-2	8	15	-5	1	1	2.5
O=C(NNC(=O)C1CCCCC1)C(=O)NC1CCCCC1	0.2	5	4	3	-7	-1	-3	-1	2.8
Cc1ccc(C(=O)NC(C)c2nc3ccccc3n2CC(=O)Nc2c(C)cc(C)cc2C)cc1 (stereo unspecified)	0.1	9	-1	-4	-9	6	-7	1	-0.5
Cc1ccc(C)c(C(=O)c2c(C)nc3sccn23)c1	0.0	6	1	-4	-2	-3	4	-3	1.4
O=C(Nc1nc(-c2ccccc2)cs1)c1cccc([N+](=O)[O-])c1C(=O)O	0.0	10	1	9	-3	4	-3	-1	3.6
O=C(c1ccccc1)N1N=C(c2ccco2)CC1c1cccs1 (stereo unspecified)	-0.1	-8	-6	-6	7	9	0	-2	1.4
Cn1ncc(Cl)c1C(=O)Nc1cccc(Cl)c1	0.1	-3	0	-4	8	-5	-2	-2	3.9
Cc1ccc(S(=O)(=O)NC(=O)NCCc2ccccc2)cc1	-0.2	1	-3	-2	-4	-2	-3	-1	1.8
COc1ccc(OCC(=O)Nc2ccc3oc(=O)ccc3c2)cc1	1.7	-1	1	-6	-4	-42	-1	-4	0.2
COc1ccc(C(=O)COC(=O)CCS(=O)(=O)c2ccc(C)cc2)c(OC)c1	0.0	5	-3	-5	-3	5	-72	0	-1.2
CCOc1ccc(NC(=O)c2c(NC(=O)CNCCN3CCOCC3)sc3c2CCC3)cc1	-0.2	-7	9	1	-7	-5	3	7	5.8
O=C(CSc1ccccn1)N1CCc2ccccc21	-0.1	7	-3	-8	5	0	1	-6	0.5
CC1=C(C(=O)Nc2ccc(C)cc2)C(c2cccs2)NC(=S)N1 (stereo unspecified)	-0.1	-6	-4	-6	-11	-4	-4	-1	0.5
Cc1ccc2c(C)c(C(=O)N(Cc3cccs3)C3CCS(=O)(=O)C3)oc2c1 (stereo unspecified)	-0.1	13	5	8	17	8	4	-4	2.7
CCCCOc1ccc(C(=O)Nc2ccc3c(c2)OCO3)cc1	0.1	6	6	4	4	-6	0	-5	4.4
O=c1c2cn[nH]c2nc(SCc2ccc3c(c2)OCCO3)n1-c1ccccc1	-0.1	0	5	3	-2	5	0	-1	1.8
O=C(Nc1cc(Cl)ccc1Cl)c1cc(-c2ccco2)on1	0.2	-1	6	1	-9	24	2	9	2.0
CS(=O)(=O)c1ccc(N2CCOCC2)c(S(C)(=O)=O)c1	0.2	1	-2	-10	7	-1	-2	2	-0.4
Cc1cc(C(C)(C)C)ccc1OCCOCCN1CCCC1	0.0	-4	0	-5	1	-1	0	-1	-2.9
CC(=O)N1c2ccc(S(=O)(=O)N3CCC(C(=O)Nc4ncccc4C)CC3)cc2CC1C (stereo unspecified)	-0.3	-4	4	5	14	-16	1	-4	2.7
Cc1ccc(S(=O)(=O)N2CCCCC2)cc1NC(=O)Cn1ccsc1=N	-0.3	2	-1	0	5	1	3	-3	-0.4
